APJ ag: agonists of human apelin receptor APJ, primary screen, CHO-K1 cells, PathHunter beta-arrestin, luminescence | 0% DMSO wells, 100% apelin | activation, % at 20 µM | 330,000 compounds, 0.11% hits;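 active = activation more than six SD over the plate average, tested at 20 µM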;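 also: 0% = DMSO alone and 100% = apelin-13 at 10 nM; some results filed as inactive read as strong as hits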
Target sequence (P35414 whole entry, looked up): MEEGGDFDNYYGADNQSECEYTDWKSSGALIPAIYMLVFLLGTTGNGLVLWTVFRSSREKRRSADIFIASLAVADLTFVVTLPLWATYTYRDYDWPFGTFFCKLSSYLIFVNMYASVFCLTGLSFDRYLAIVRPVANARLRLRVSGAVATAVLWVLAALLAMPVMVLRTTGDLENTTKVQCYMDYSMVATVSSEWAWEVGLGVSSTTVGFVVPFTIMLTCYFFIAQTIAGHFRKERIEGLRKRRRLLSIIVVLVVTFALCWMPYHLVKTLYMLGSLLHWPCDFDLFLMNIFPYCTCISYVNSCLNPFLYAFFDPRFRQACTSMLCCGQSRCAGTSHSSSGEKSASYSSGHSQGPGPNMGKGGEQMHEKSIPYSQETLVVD
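Material: engineered CHO-K1 APJ arrestin reporter cells; amount: 1000 CHO-K1 reporter cells seeded per well; incubation: compound stimulation 90 min at 25 °C, detection 60 min; signal: luminescent beta-gal fragment complementation, chemiluminescent substrate; read-out basis: APJ agonist activity; controls: DMSO-only wells as negative, 10 nM Apelin-13 as positive control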
GRIN3A LBD mod: binders of NR3A ligand-binding domain, primary screen, biophysical, differential scanning fluorimetry, uHTS; Glutamate receptor ionotropic, NMDA 3A (GRIN3A) ligand-binding domain; NR3A LBD differential scanning fluorimetry, Tm shift; 0% = protein alone, 100% = glycine-bound protein; Tm shift relative to glycine control, % at 25 µM; 340,000 compounds, 2.5% hits;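 active = melting temperature shift of at least 10% of the positive control shift, at one fixed dose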
XBP1 UPR activ: activators of adaptive XBP1 UPR arm, primary screen, cell-based, CHO-XBP1 luciferase reporter, luminescence, uHTS | IRE1-XBP1 UPR activation; percent of tunicamycin response, DMSO as zero | activation, % at 20 µM | 330,000 compounds, 0.33% hits | AID 463104, 2010;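 active = versus positive control, 20 µM dose yields 30% or more activation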;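 also: 100% = tunicamycin at 10 µg/mL and 0% = DMSO only wells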
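Material – CHO cell line with stable XBP1 luciferase reporter · Buffer or medium – F12 plus 10% FBS · Compound – single point, 20 µM final compound, 1% DMSO · Schedule – 16-18 h cell attachment at 37 °C, then 6 h compound exposure · Signal – Steady-Glo luminescence read · Benchmarks – high control tunicamycin 10 µg/mL final, low control DMSO vehicle only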
NALP3 yeast inh: NALP3 inflammasome inhibitors in reconstituted yeast, primary screen, luminescence, uHTS | AID 2825, 2010 | inhibition, % at 10 µM | Yeast reconstituted NLRP3/ASC/caspase-1, beta-gal luminescence, 24 h | 330,000 compounds, 0.39% hits;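 active = inhibition of 50% or more; inactive = inhibition below 50%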;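 also: plate controls were induced DMSO wells for no effect and uninduced yeast grown without galactose for full effect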
CHOP UPR activ: activators of apoptotic CHOP UPR arm, primary screen, cell-based, CHO-CHOP luciferase reporter, luminescence, uHTS; UPR activation; percent of tunicamycin response over DMSO baseline; activation, % at 10 µM; 330,000 compounds, 0.34% hits; AID 449763, 2010;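 active = at 10 µM dose, activation of 40% or more, normalized to positive control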;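 also: 100% = tunicamycin at 10 µg/mL and 0% = DMSO alone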
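Test system: CHO CHOP reporter cells. Input: 500 CHO-CHOP cells per well. Medium: F12 with 10% FBS. Technique: luciferase luminescence. Measure: percent activation relative to tunicamycin control. Dosing: 10 µM compound, 0.5% DMSO. Timing: 16-18 h cell attachment, then 6 h compound exposure, 37 °C.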
tim23-1 inh: growth inhibitors of tim23-1 mutant yeast, primary screen, luminescence, uHTS; S. cerevisiae tim23-1 growth, BacTiter-Glo luminescence, 24 h; inhibition, % at 20 µM; 330,000 compounds, 1.3% hits;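 active = growth inhibition of the mutant yeast at or above 50%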;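 also: temperature-sensitive mutant grown at 25 °C; plate controls were DMSO-treated mutant yeast for no effect and medium wells lacking yeast for full effect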
TIM10 inh: growth inhibitors of isogenic TIM10 control yeast, primary screen, counter-screen for tim10-1 yeast inhibitor project, luminescence, uHTS | 330,000 compounds, 1.4% hits | S. cerevisiae TIM10 strain growth, BacTiter-Glo luminescence, 24 h | inhibition, % at 10 µM;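 active = inhibition of 40% or more at the single tested concentration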;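 also: wild-type TIM10 isogenic control strain grown at permissive 25 °C; 0% = DMSO yeast wells and 100% = minimal medium wells without yeast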
Mdm2 MdmX PPI: inhibitors of human Mdm2-MdmX association, primary screen, cell-based, luminescence, split luciferase, SaOS-2, uHTS; Protein Mdm4 (Homo sapiens) + E3 ubiquitin-protein ligase Mdm2 (Homo sapiens), …; SaOS-2 split-luciferase Mdm2/MdmX complementation; inhibition, % at 8 µM; 330,000 compounds, 3% hits; AID 485346, 2010;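 active = inhibition of at least 50% at 8 µM in the primary screen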
tim10-1 inh: growth inhibitors of tim10-1 mutant yeast, primary screen, luminescence, uHTS. S. cerevisiae tim10-1 ts strain growth, BacTiter-Glo, 24 h. inhibition, % at 20 µM. 330,000 compounds, 2.2% hits. AID 463190, 2010;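 active = inhibition of at least 40%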;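 also: mutant grown at 25 °C; 0% = DMSO wells with yeast and 100% = wells holding no yeast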
Starred values were filed as active, the others as inactive.

SMILES | APJ ag | GRIN3A LBD mod | XBP1 UPR activ | NALP3 yeast inh | CHOP UPR activ | tim23-1 inh | TIM10 inh | Mdm2 MdmX PPI | tim10-1 inh
COc1ccc(CC(=O)OCC(=O)N2CCN(S(=O)(=O)c3ccc(C)cc3C)CC2)cc1 | -1 | 2 | -1 | 15 | 0.0 | 28 | 9 | -5 | 25
COC(=O)[C@]1(C)N[C@H](CN(C)C(=O)Nc2ccc(Cl)cc2)[C@@H]2C(=O)N(Cc3ccccc3)C(=O)[C@@H]21 | -1 | 0 | 2 | 0 | 2.9 | -4 | -2 | 39 | 4
CCCN1CCN(C(=O)Cn2ncc3ccccc32)CC1 | 1 | -2 | -2 | -3 | 0.4 | -1 | 5 | -4 | 12
CC1CN(CC(=O)NN=C(c2ccccc2)c2ccccc2)CC(C)O1 (stereo not given) | -2 | -1 | 7 | 10 | -0.2 | 26 | 6 | 3 | 14
Cn1c(=O)c(Oc2ccc(F)cc2)c(O)c2ccccc21 | -4 | -1 | 2 | 18 | -1.6 | 0 | -11 | -15 | -5
CC(C)NC(=O)c1ccccc1-c1ccccc1 | -1 | 1 | -1 | 5 | -1.4 | -2 | -1 | 8 | 9
CC(O)(CS(=O)(=O)Cc1ccccc1)C(=O)Nc1ccc(C(F)(F)F)cc1 (stereo not given) | -3 | 0 | 1 | -19 | -1.8 | 15 | 0 | 6 | 15
CC(C)NC(=O)CSCc1c(F)cccc1Cl | -2 | 1 | 0 | 18 | -0.6 | 14 | -12 | -4 | 13
O=C(/C=C/c1ccccc1Cl)Nc1ccc(S(=O)(=O)Nc2ncccn2)cc1 | -3 | 3 | -1 | 18 | -0.5 | -7 | 4 | 13 | -23
CCN(CC)C(=O)CNC(=S)N(CCCN1CCOCC1)Cc1cccs1 | -2 | -1 | -3 | -4 | 0.6 | 8 | -6 | -3 | 14
COC(=O)c1cccc(CSc2nc(-c3ccccc3)c(C#N)c(=O)[nH]2)c1 | -2 | -5 | -2 | 4 | -1.6 | 28 | 18 | -14 | 47*
O=C(NCCc1ccccc1)c1ccc2c(c1)S(=O)(=O)c1ccccc1C2=O | 16 | -16 | 4 | 16 | 3.3 | 3 | -3 | -4 | -14
Nc1nc(=S)n(-c2ccccc2)[nH]1 | 3 | 1 | -1 | 6 | -1.1 | 10 | 11 | -25 | 10
CCn1ncc(Br)c1C(=O)Nc1ccc(-c2ccno2)cc1 | -3 | 4 | 1 | 33 | 2.2 | 40 | 21 | 14 | 39
O=C(CCSc1ccc(Br)cc1)c1ccc(O)cc1 | -3 | 12* | 3 | 11 | -0.1 | 62* | 17 | 27 | 50*
Cc1ccc(N(CC(=O)NCc2ccc3c(c2)OCO3)S(C)(=O)=O)cc1 | 2 | 2 | 1 | 5 | 1.1 | 0 | -11 | 4 | 13
Cc1cc(OC(C)C(=O)NCC2CCCO2)cc(C)c1Cl (stereo not given) | -2 | 0 | -2 | 3 | 0.1 | -1 | -8 | 14 | -11
O=C(N[C@@H](c1ccccc1)[C@H](O)c1ccccc1)[C@@H]1CCCN1C(=O)OCc1ccccc1 | -1 | 1 | -2 | 5 | -0.8 | -5 | -1 | -1 | -2
CCOc1ccc(NC(=O)Nc2ccc(NC(C)=O)cc2)cc1 | 0 | 22* | 0 | 20 | -1.3 | 16 | 5 | -4 | -3
COc1ccccc1NS(=O)(=O)c1cc(NC(=O)c2ccc(=O)[nH]c2)ccc1N1CCOCC1 | -4 | -2 | -4 | 2 | -2.3 | 10 | -20 | -5 | -1
Cn1cc(C(=O)N/N=C/c2ccc([N+](=O)[O-])cc2)c2ccccc21 | 8 | 28* | 2 | 11 | -0.1 | -11 | 0 | -24 | -10
COc1ccc(N2C(=O)Cc3c2nc(N)c(C#N)c3N)cc1 | 0 | 0 | -3 | 7 | 1.5 | -9 | -10 | -10 | -1
CCc1ccc(C(=O)NNC(=O)c2cccc(S(=O)(=O)N3CCN(C)CC3)c2)cc1 | 0 | 2 | -1 | 24 | 0.9 | 11 | 9 | -1 | 1
O=c1c2c3nc4ccccc4nc3n(/N=C/c3ccccn3)c2ncn1-c1ccccc1 | 4 | -1 | 5 | 28 | -0.1 | -8 | 7 | 74* | -6
CCOC(=O)c1c2c3c(cccc3[nH]c1=O)C(=O)c1ccccc1-2 | 3 | 0 | 1 | -3 | 2.5 | 9 | 12 | -3 | 18
O=C(O)c1cccnc1SCc1ccccc1Cl | -3 | 0 | 1 | 5 | -2.5 | 16 | -7 | 12 | -1
COC(=O)c1ccc(/C=N\NC(=O)c2ccc(C)cc2Cl)cc1 | -3 | -1 | 2 | 4 | 2.8 | 13 | 14 | 8 | 12
C[C@H](CO)N1C[C@H](C)[C@@H](CN(C)Cc2ccc(-c3ccccc3)cc2)Oc2c(NC(=O)Nc3ccc(C(F)(F)F)cc3)cccc2C1=O | -1 | -5 | -3 | 15 | 0.2 | -10 | 7 | 47 | -11
CCOc1cc(/C=C2/NC(=O)N(Cc3ccccc3F)C2=O)ccc1O | 2 | 30* | 4 | 8 | 10 | 15 | 13 | 23 | 33
COCCNC(=O)C(C)N(c1ccc(Oc2ccccc2)cc1)S(C)(=O)=O (stereo not given) | -1 | -2 | 1 | 9 | -0.9 | 2 | 4 | 2 | 23
COc1ccc(OC2C(=O)N(c3ccc(F)cc3)C2c2ccc(OC)c(OC)c2)cc1 (stereo not given) | -2 | 2 | 0 | -14 | 0.5 | 4 | -2 | 31 | 16
COc1ccccc1CNC(=O)CCc1c(C)nc2cc(-c3ccccc3OC)nn2c1C | -3 | 1 | 3 | 17 | -1.4 | -2 | 1 | 10 | 5
O=C(O)CC(NC(=S)NCc1ccccc1)C(=O)O (stereo not given) | -5 | -2 | 1 | -2 | 1.0 | 27 | 7 | 26 | 14
COCC(C)NC(=O)c1cc(-c2cccc(OC)c2)on1 (stereo not given) | 2 | -1 | 2 | -3 | 4.2 | 3 | -27 | -33 | 23
CN1CCN(c2ccccc2NC(=O)c2ccc(F)cc2)CC1 | -6 | 1 | -3 | -3 | 0.8 | 7 | -2 | -10 | -12
N#Cc1ccccc1OCC(=O)NCC1(N2CCCCC2)CCCCC1 | 0 | -2 | -3 | 3 | -0.3 | 3 | 0 | 11 | 9
Cc1ccc(C)c(S(=O)(=O)N2CCCCC2CCNC(=O)C(=O)NCc2cccnc2)c1 (stereo not given) | -2 | -2 | -1 | 17 | -0.5 | 15 | 4 | 10 | 12
O=C(Cn1cnc([N+](=O)[O-])n1)c1ccc(O)c(O)c1 | 1 | 2 | -6 | 1 | 1.1 | -2 | 12 | 5 | 3
CCC(C)NCC(=O)Nc1ccc(-c2nc3cc(NC(=O)CNC(C)CC)ccc3o2)cc1 (stereo not given) | 4 | 0 | 0 | 18 | 2.6 | -15 | 1 | 100* | -13
COc1ccc(C(=O)OCC(=O)NC2CC2)cc1S(=O)(=O)N(C)Cc1ccccc1 | -2 | 4 | -2 | 14 | 2.8 | 22 | 3 | 22 | 14
O=C(NC1(Cc2ccccc2)CCN(CCCc2ccccc2)C1=O)c1ccccc1 (stereo not given) | -4 | 1 | -1 | 20 | 2.1 | 44 | 29 | 64* | 25
CCN(Cc1ccccc1)C(c1ccc(C(F)(F)F)cc1)c1nnnn1C(C)(C)C (stereo not given) | 0 | -1 | -6 | -2 | 6.4 | 19 | 30 | 16 | 24
COc1cc(NC(=O)c2noc3c2CCC3)c(OC)cc1Cl | -2 | -1 | 5 | 5 | 0.1 | -5 | -1 | 13 | 21
Cc1ccc(S(=O)(=O)N2CCOCC2)cc1C(=O)Nc1nc(-c2cccnc2)cs1 | -5 | 1 | 1 | -4 | -0.6 | 1 | 7 | 8 | 5
CC1(C)CC(=O)C2=C(C1)OC(N)=C(C#N)C2Cc1ccccc1 (stereo not given) | -5 | -2 | 1 | 6 | -0.8 | 9 | -1 | -1 | 31
Cc1cccc(N2C(=O)c3ccccc3C2=O)n1 | 2 | 0 | -6 | -4 | -0.1 | 21 | 7 | -16 | 24
O=C(/C=C/c1ccc([N+](=O)[O-])cc1)Nc1cccnc1 | 2 | 3 | 1 | 6 | 2.0 | 1 | 8 | -58 | 4

Structures from the list above with an aryl methoxy group:
SMILES | APJ ag | GRIN3A LBD mod | XBP1 UPR activ | NALP3 yeast inh | CHOP UPR activ | tim23-1 inh | TIM10 inh | Mdm2 MdmX PPI | tim10-1 inh
COc1ccc(CC(=O)OCC(=O)N2CCN(S(=O)(=O)c3ccc(C)cc3C)CC2)cc1 | -1 | 2 | -1 | 15 | 0.0 | 28 | 9 | -5 | 25
COc1ccccc1NS(=O)(=O)c1cc(NC(=O)c2ccc(=O)[nH]c2)ccc1N1CCOCC1 | -4 | -2 | -4 | 2 | -2.3 | 10 | -20 | -5 | -1
COc1ccc(N2C(=O)Cc3c2nc(N)c(C#N)c3N)cc1 | 0 | 0 | -3 | 7 | 1.5 | -9 | -10 | -10 | -1
COc1ccc(OC2C(=O)N(c3ccc(F)cc3)C2c2ccc(OC)c(OC)c2)cc1 (stereo not given) | -2 | 2 | 0 | -14 | 0.5 | 4 | -2 | 31 | 16
COc1ccccc1CNC(=O)CCc1c(C)nc2cc(-c3ccccc3OC)nn2c1C | -3 | 1 | 3 | 17 | -1.4 | -2 | 1 | 10 | 5
COCC(C)NC(=O)c1cc(-c2cccc(OC)c2)on1 (stereo not given) | 2 | -1 | 2 | -3 | 4.2 | 3 | -27 | -33 | 23
COc1ccc(C(=O)OCC(=O)NC2CC2)cc1S(=O)(=O)N(C)Cc1ccccc1 | -2 | 4 | -2 | 14 | 2.8 | 22 | 3 | 22 | 14
COc1cc(NC(=O)c2noc3c2CCC3)c(OC)cc1Cl | -2 | -1 | 5 | 5 | 0.1 | -5 | -1 | 13 | 21

An excerpt taken from the entries so far, as a working copy:
SMILES | APJ ag | GRIN3A LBD mod | XBP1 UPR activ | NALP3 yeast inh | CHOP UPR activ | tim23-1 inh | TIM10 inh | Mdm2 MdmX PPI | tim10-1 inh
Cc1cccc(N2C(=O)c3ccccc3C2=O)n1 | 2 | 0 | -6 | -4 | -0.1 | 21 | 7 | -16 | 24
O=C(/C=C/c1ccc([N+](=O)[O-])cc1)Nc1cccnc1 | 2 | 3 | 1 | 6 | 2.0 | 1 | 8 | -58 | 4

Compound activity as filed in PubChem BioAssay.

Rows were taken by chance (roughly 8.2% active in at least one column).
